Neddylation inh: blocks human cullin neddylation; hit rate 0.58% among 360,000; TR-FRET cullin neddylation, biochemical; calls only at 25 µM; AID 651699; in the data active = inhibition above about 36%
SKN-1 block: C. elegans SKN-1 inhibition; hit rate 0.49% among 360,000; inhibition, % at 21.8 µM; C. elegans VP596 Pgst-4::GFP/RFP ratio, acrylamide-induced, 24 h; AID 624304;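 active = interference check ratio from 0.5 to 1.5 plus GFP to RFP signal ratio inhibition reaching or exceeding a fixed threshold, cut at about 30% in these data, passing the limit was not always enough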; note: some compounds called inactive have numbers as strong as hits
PABP1 MLLE inh: inhibitors of microRNA-mediated deadenylation, human PABP1 MLLE binding; P11940; GST-MLLE / FITC-PAM2 fluorescence polarization; inhibition, % at 20 µM; hit rate 0.36% among 360,000; in the data active = inhibition above about 35%, passing the limit was not always enough;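 note: plate controls were DMSO wells with GST-MLLE for no effect and wells lacking GST-MLLE protein for full effect; some results filed as inactive read as strong as hits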
Rin1-Abl PPI inh: inhibitors of human Rin1-Abl protein interaction; P00519+Q13671; TR-FRET Rin1/Abl binding, biochemical; inhibition, % at 7.35 µM; hit rate 0.4% among 360,000; AID 588664; in the data active = inhibition above about 5%, passing the limit was not always enough
eLon inh: inhibits E. coli Lon protease; purified E. coli Lon protease, fluorescence polarization; inhibition, % at 7.94 µM; hit rate 0.42% among 360,000; in the data active = inhibition above about 13%, passing the limit was not always enough;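 note: 0% = enzyme with probe and DMSO and 100% = no enzyme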
Target sequence (P0A9M0 whole entry, looked up): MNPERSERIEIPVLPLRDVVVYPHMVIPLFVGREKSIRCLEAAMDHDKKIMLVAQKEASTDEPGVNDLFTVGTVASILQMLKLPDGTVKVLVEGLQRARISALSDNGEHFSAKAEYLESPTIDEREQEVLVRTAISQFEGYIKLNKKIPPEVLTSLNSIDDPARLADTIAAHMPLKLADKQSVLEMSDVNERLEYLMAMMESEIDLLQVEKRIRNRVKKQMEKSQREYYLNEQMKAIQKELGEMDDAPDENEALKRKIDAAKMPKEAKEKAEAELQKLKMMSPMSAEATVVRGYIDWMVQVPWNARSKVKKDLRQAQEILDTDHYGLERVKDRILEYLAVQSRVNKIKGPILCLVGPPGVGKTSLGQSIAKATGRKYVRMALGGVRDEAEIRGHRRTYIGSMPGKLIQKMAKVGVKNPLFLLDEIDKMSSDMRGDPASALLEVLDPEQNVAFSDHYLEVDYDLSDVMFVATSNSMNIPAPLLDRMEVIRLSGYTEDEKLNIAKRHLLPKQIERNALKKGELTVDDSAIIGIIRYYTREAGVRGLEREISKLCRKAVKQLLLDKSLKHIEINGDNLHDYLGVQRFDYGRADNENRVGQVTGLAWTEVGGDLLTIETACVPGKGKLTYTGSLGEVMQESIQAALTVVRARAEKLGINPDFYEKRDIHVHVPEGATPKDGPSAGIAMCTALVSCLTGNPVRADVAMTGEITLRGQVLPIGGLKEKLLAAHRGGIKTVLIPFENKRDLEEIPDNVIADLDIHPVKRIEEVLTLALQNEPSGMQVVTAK
bovine MsrA act: bovine methionine sulfoxide reductase A activation; purified bovine MsrA, absorbance read-out; activation, % at 10.6 µM; hit rate 0.3% among 360,000; in the data active = activation above about 7.5%;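 note: 0% = vehicle and 100% = reference activator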
FAS TE block: FAS thioesterase (human) inhibition | recombinant FAS-TE, OMFH fluorogenic substrate, fluorescence endpoint | inhibition, % at 15 µM | hit rate 0.67% among 360,000 | AID 602261;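 active = compounds whose normalised, plate-corrected inhibition of enzyme fluorescence in the single-dose primary screen is 50% or more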;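 note: 0% = DMSO with enzyme and 100% = substrate without enzyme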
MT1-MMP act inh: blocks activation of human MT1-MMP; AID 651647; HT1080 RFP-PRO-GFP cells, GFP/RFP ratio fluorescence, overnight; percent of plate control window, DMSO zero; hit rate 0.061% among 360,000; GFP/RFP ratio change, % at 20 µM; P50281;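 active = GFP/RFP ratio change of at least 30% with cell ATP level not reduced by more than half and red fluorescence within 50% of control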; note: strong numbers were not always called active
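Read-out: GFP/RFP fluorescence ratio; Test system: RFP-PRO-GFP reporter HT1080 cells; Compound dosing: single-point 20 µM compound, 1% DMSO; Times: overnight compound exposure at 37 °C.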
NRP1-CendR mod: NRP-1/CendR interaction modulation; O14786; hit rate 0.85% among 360,000; FAM-RPARPAR peptide binding to NRP-1, fluorescence polarization; inhibition, % at 25 µM;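 active = inhibition or corrected inhibition above about 18%, plus a signal ratio from 0.5 to 1.5, limit read from the data, passing the limit was not always enough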; note: strong numbers were not always called active
Starred values were filed as active, the others as inactive; i = inactive; · = no result given.

SMILES	Neddylation inh	SKN-1 block	PABP1 MLLE inh	Rin1-Abl PPI inh	eLon inh	bovine MsrA act	FAS TE block	MT1-MMP act inh	NRP1-CendR mod
O=C1CN(S(=O)(=O)c2ccc(Cl)cc2C(F)(F)F)CCN1	i	17	7	2	5	-4	-5	-5	-1
CCOc1cc(C2NC(=S)NC(C)=C2C(=O)Nc2ccccc2)ccc1O (centres undefined)	i	6	-137	-1	-2	-4	-1	-2	4
c1csc(-c2cnc3n2CCCC3)c1	i	-14	7	-2	2	-2	-6	-1	0
O=C(Cc1ccc(Cl)cc1)Nc1ccc(N2CCN(C(=O)c3ccco3)CC2)c(Cl)c1	i	4	6	-2	13	-6	11	-7	2
CCC(C)N1CCN(C(=O)c2cccs2)CC1 (centres undefined)	i	3	-7	-1	2	2	-9	1	0
Cc1ccc2c(c1)C(c1ccccc1)N(C(=O)c1cccc([N+](=O)[O-])c1)CC(=O)N2 (centres undefined)	i	22	11	5	7	0	78*	-5	6
C/C(N)=C(/C#N)C(=O)CSc1nc(-c2ccccc2)c(-c2ccccc2)o1	i	-6	-143	3	9	0	18	0	6
CC[n+]1c(/C=C/c2cc([N+](=O)[O-])ccc2O)ccc2ccccc21	i	-1	-11	-3	4	0	10	3	-4
Cc1cccc(NC(=O)COC(=O)CN2C(=O)C3CCCCC3C2=O)c1C (centres undefined)	i	-15	2	-2	-12	-1	-5	-3	-7
Cc1csc(NC(=O)CN(C)S(=O)(=O)c2cccc3cccnc23)n1	i	-6	-16	6	-5	-2	-1	0	5
Cc1c(OC(C)C(=O)NCc2ccccn2)ccc2c3c(c(=O)oc12)CCCC3 (centres undefined)	·	9	8	2	-3	-3	3	3	11
CC1CCN(C(=O)c2ccc3ccccc3c2)CC1	i	-3	7	-2	-6	-1	-2	-16	5
Cc1cccc(CCN=c2c([N+](=O)[O-])nn(-c3ccccc3)n2O)c1	i	2	1	1	1	-11	0	0	11
CC(C)(C)c1ccc(C(=O)N2CCC(C(=O)NC3CC3)CC2)cc1	i	14	-6	-2	9	-4	-5	3	13
COCCCNC(=O)CN(C1CCCCC1)S(=O)(=O)c1ccc(C)cc1	i	-8	8	1	0	0	-4	6	-13
O=C(Nc1cccc(-c2cc3ccccc3oc2=O)c1)c1ccc(Br)o1	i	-13	9	-3	-7	-5	20	-4	3
Cc1ccc(S(=O)(=O)N2CCCC(C(=O)NCC3COCCO3)C2)cc1 (centres undefined)	i	3	4	1	7	2	-6	5	-3
O=C(c1nc2nc(-c3cccs3)cc(C(F)(F)F)n2n1)N1CCN(Cc2ccccc2)CC1	·	3	13	0	-7	-6	-4	-3	12
COc1ccc2[nH]c3c(NCCN(C(C)C)C(C)C)ncnc3c2c1	·	-15	-14	-2	-2	0	-5	2	0
COc1ccccc1N1CCN(CC(O)c2c(C)[nH]c3ccccc23)CC1 (centres undefined)	i	-23	14	1	2	-4	-5	2	4
CCOC(=O)c1c(NC(=O)COc2cccc3c2CCN(C)C3=O)sc2c1CCC2	i	4	-7	-3	-7	-3	6	-10	-19
COc1cccc(N2CC(C(=O)Nc3nnc(SCC(=O)N4CCOCC4)s3)CC2=O)c1 (centres undefined)	i	-1	0	5	-8	-2	-4	4	3
Cc1cc(NC(=O)COC(=O)c2ccc(NS(=O)(=O)c3ccc(C)c(C)c3)cc2)no1	i	9	5	0	3	-1	6	0	3
CCOC(=O)N1CCN(C(=O)COC(=O)c2cccc(C)c2[N+](=O)[O-])CC1	i	-10	1	3	12	-6	-2	-1	11
C=C(C)C(=O)Nc1cccc(C2=NOC3(C2)C[C@H](C(N)=O)N(C(=O)/C=C/C)C3)c1 (some centres undefined)	i	9	3	1	11	-12	-3	-2	-28
C#CCOC(=O)C[N+](C)(C)C/C=C/c1ccccc1	i	2	-12	3	-4	-9	-10	2	7
Cn1c(=O)c2c(ncn2CC(O)CNc2ccc(Br)cc2)n(C)c1=O (centres undefined)	i	1	14	1	1	-3	14	0	0
Cc1ccc(/C=N/NC(=O)c2cccc(NC(=O)c3ccccc3C)c2)o1	i	15	-4	0	3	1	-4	-1	11
CC1(C)CC2CC(C)(CN2/C=C2/CCCCC2=O)C1 (centres undefined)	i	-8	14	2	5	-4	-5	1	-14
Cc1cnc(C(=O)OCC(=O)N2C(C)CCCC2C)cn1 (centres undefined)	i	16	7	-2	-6	-3	-6	4	3

Five compounds from above with just MT1-MMP act inh, FAS TE block and Neddylation inh.
| compound | MT1-MMP act inh | FAS TE block | Neddylation inh |
| --- | --- | --- | --- |
| C/C(N)=C(/C#N)C(=O)CSc1nc(-c2ccccc2)c(-c2ccccc2)o1 | 0 | 18 | i |
| CC[n+]1c(/C=C/c2cc([N+](=O)[O-])ccc2O)ccc2ccccc21 | 3 | 10 | i |
| Cc1cccc(NC(=O)COC(=O)CN2C(=O)C3CCCCC3C2=O)c1C (centres undefined) | -3 | -5 | i |
| Cc1csc(NC(=O)CN(C)S(=O)(=O)c2cccc3cccnc23)n1 | 0 | -1 | i |
| Cc1c(OC(C)C(=O)NCc2ccccn2)ccc2c3c(c(=O)oc12)CCCC3 (centres undefined) | 3 | 3 | · |

Continued.
SMILES	Neddylation inh	SKN-1 block	PABP1 MLLE inh	Rin1-Abl PPI inh	eLon inh	bovine MsrA act	FAS TE block	MT1-MMP act inh	NRP1-CendR mod
CCOC(=O)CSc1nc2cccnc2n1C	i	19	-58	1	8	-2	-2	-4	0
COc1ccc2c(c1)c1c(c(=O)n(-c3ccc(C)cc3)c(=O)n1CC(=O)NCC1CCCO1)n2C (centres undefined)	·	14	5	-1	-1	0	-5	-1	-4
O=CNC1CCCc2c1[nH]c1ccc(Cl)cc21 (centres undefined)	i	15	8	-2	3	-2	0	3	-10
Cc1cc(C(C)(C)C)cc(C)c1CC1=NCCN1	i	-8	4	-2	3	1	0	2	-2
COc1ccc(C2OCC(C)(C)CO2)cc1OC	i	-2	-2	6	-6	1	-7	-1	2
CC1(C(=O)OCC(=O)Nc2ccccc2Cl)CC1(Cl)Cl (centres undefined)	i	-11	5	0	5	-10	-8	3	0
O=C(Nn1cc(C(=O)Nc2ccc(F)cc2F)c2ccccc2c1=O)c1cnccn1	i	-10	4	0	0	-2	-3	4	-3
Cc1ccc(NC(=O)COC(=O)[C@H](C)NC(N)=O)c(C)c1	i	-12	6	4	3	-9	-11	-3	-1
O=C(O)CCn1cc(/C=C2\SC(=S)NC2=O)c(-c2ccccc2)n1	i	3	5	0	-59	-6	-6	-16	-228
Cc1nn(-c2ccc(F)cc2)c(-n2cccc2)c1C(=O)N1CCN(C(=O)c2ccco2)CC1	i	2	-4	-2	5	-1	-9	-1	24
CC1CN(C)C(c2ccccc2)C(C)C12NC(=O)NC2=O (centres undefined)	i	-16	10	0	-5	-2	-7	0	-6
CCOC(=O)C1=C(C)N(C)C(=O)NC1c1cccc(O)c1 (centres undefined)	i	-13	7	2	0	-9	-7	-3	-2
CCOC(=O)C1CCN(C(=O)c2ccc3c(=O)n4nc(Nc5ccccc5OC)sc4nc3c2)CC1	i	-2	-20	-5	4	4	54*	-1	-14
Cc1cc(C)c2c(=O)[nH]n(C3CCOC(C)(C)C3)c2n1 (centres undefined)	i	-24	9	-2	-5	-9	-10	-1	14
COc1cccc(Cn2c(=S)[nH]c3ccc(N4CCOCC4)cc3c2=O)c1	·	-22	-68	-4	0	-2	-11	17	-1
CCNC(=S)N1CCc2ccccc2C1	i	9	-131	1	0	-3	0	4	-4
O=C(CSc1nnc(-c2cccnc2)o1)NNC(=O)c1ccc(Br)cc1	i	-3	1	1	0	-2	-5	-4	4
Cc1cc2ncn(CCOc3ccccc3)c2cc1C	i	6	-24	0	0	2	-2	5	-5
CC1Cc2cc(/C(O)=C3/C(=O)C(=O)N(CCN4CCOCC4)C3c3ccc([N+](=O)[O-])cc3)ccc2O1 (centres undefined)	i	3	16	1	-10	-3	12	4	6
COc1ccc(CCNC(=O)CSc2ccc(-c3cccs3)nn2)cc1OC	i	-9	-7	2	-3	-2	0	9	14
Cc1cc(-c2ccc(Cl)cc2)c(C#N)c(N)n1	i	15	-6	1	-11	-8	1	-1	-6
COc1ccc(-c2cn3cc(C)ccc3n2)cc1F	·	12	-8	5	-9	-9	-3	3	-9
COCCNC(=O)c1csc(Nc2cccc3ccccc23)n1	i	0	0	0	-1	0	3	5	4
CC(C)CCOC(=O)C(C)Sc1n[nH]c(=O)[nH]c1=O (centres undefined)	i	-6	9	4	11	-2	-4	-1	8
Cc1nc2ccc(N=NC3=C(O)CCCC3=O)cc2s1	i	20	2	-10	-1	-3	-2	1	5
c1ccc(CN2CCN(c3nc(NCc4ccco4)c4ccccc4n3)CC2)cc1	i	4	-5	1	2	1	16	5	-27
Cc1nn(C)c2ncc(C(N)=O)c(Oc3cccnc3)c12	i	-6	4	0	12	-4	-5	-3	2
O=C(Cc1cc(=O)[nH][nH]1)N/N=C/C=C/c1ccccc1	i	-7	-4	0	0	0	-92	-1	-4
Cc1cccc(NC(=O)CCS(=O)(=O)c2ccc3c(c2)NC(=O)CS3)n1	i	10	20	-2	11	1	-6	-2	-3
COc1ccc(C(CNC(=O)C(CCSC)NC(=O)c2ccccc2Cl)N2CCOCC2)cc1 (centres undefined)	i	6	3	6	-12	-9	0	1	8

Ordered by value in eLon inh (low to high): three of the compounds above.
SMILES	eLon inh
O=C(O)CCn1cc(/C=C2\SC(=S)NC2=O)c(-c2ccccc2)n1	-59
CCOc1cc(C2NC(=S)NC(C)=C2C(=O)Nc2ccccc2)ccc1O (centres undefined)	-2
CC1(C(=O)OCC(=O)Nc2ccccc2Cl)CC1(Cl)Cl (centres undefined)	5

More records follow:
SMILES	Neddylation inh	SKN-1 block	PABP1 MLLE inh	Rin1-Abl PPI inh	eLon inh	bovine MsrA act	FAS TE block	MT1-MMP act inh	NRP1-CendR mod
CC(C)=CCC/C(C)=C/CC/C(C)=C/CC/C(C)=C/CC1=C(C)C(=O)c2ccccc2C1=O	i	-5	7	3	-1	-3	20	-8	-19
CCc1ccc(-c2ccc(SCC(=O)NCC3CCCO3)nn2)cc1 (centres undefined)	i	10	15	-3	0	-3	-9	0	-12
CCOc1c(Cl)cc(C2NC(=O)NC(C)=C2C(=O)NCc2ccccc2)cc1OC (centres undefined)	i	11	-2	2	11	-1	-10	0	-8
CCc1c(C)nc2ncnn2c1N1CCC(C(=O)Nc2ccc(C)cc2)CC1	i	-4	0	-1	-13	-14	-10	0	6
CN(/C(=N\S(=O)(=O)c1ccccc1)c1ccccc1)c1ccc(O)cc1	i	4	6	-2	-21	-3	-9	-2	6
CCCOc1ccc(N2C(=O)CC(N3CCC(C(=O)OCC)CC3)C2=O)cc1 (centres undefined)	i	7	6	1	-11	-2	-5	2	-8
O=C1N/C(=C\c2ccsc2)C(=O)N1Cc1ccc(F)cc1	i	21	-2	0	5	-5	-10	1	5
COc1ccc(-c2nc3cc(C)c(Br)c(C)n3c2CC2CCCCC2)cc1OC	i	-5	·	·	-4	0	22	-6	-2
O=C1C2C3C=CC(C3)C2C(=O)N1c1ccc(Cc2ccncc2)cc1 (centres undefined)	i	-1	-9	5	-3	-13	-10	5	2
Nc1cc(OCc2ccccc2)ccc1OCc1ccccc1	i	0	16	1	-13	-4	22	-1	3
Cc1ccccc1-c1cccc([C@@H]2C[C@H]3[C@H](CON3C)CN2S(=O)(=O)c2ccccc2C)c1	i	10	19	-3	-3	-1	17	-7	16
CN(CC(=O)NCCc1ccc(S(N)(=O)=O)cc1)CC(=O)Nc1ccc(F)c(F)c1F	i	1	12	1	0	-2	-6	-3	7
CCCOc1ccc(C(=O)NNC(=O)CCNC(=O)c2ccccc2Cl)cc1OC	i	16	17	-1	-5	-3	-5	-3	8
CCOc1ccc(NC(=O)CSc2nnc(COc3c(C)cccc3C)o2)cc1	i	10	-2	-1	8	2	-1	3	24*
Cc1c(O)ccc2c(CN3CCOCC3)cc(=O)oc12	·	14	-10	-5	8	-4	-6	-5	0
CS(=O)(=O)Nc1cccc(-c2cnc3ccccc3n2)c1	i	3	17	-2	-6	-2	-2	0	4
